# Bioassay records as filed in PubChem.
# S3 lipid droplet = qHTS Assay for Lipid Storage Modulators in Drosophila S3 Cells | Drosophila S3 cells, BODIPY lipid droplet fluorescence, 18-24 h; cells fed with added oleic acid | lipid storage change, negative = inhibition, % at the top dose, mostly 46.1 µM; hits show Potency in µM | hit rate 0.64% among 320,000 | AID 2685; active = well fitted inhibition curve with a large enough effect in the signal ratio, with a control signal flat, not every such curve was filed as active; inconclusive = small, poorly fitted or top-dose-only effect, or effect the other way, or a change in a side signal; the % refers to the signal ratio
#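 Drosophila S3 cells loaded with oleic acid (400 uM, as added) and compounds at several concentrations; lipid droplets imaged by 488-nm laser-scanning cytometry, 500–530 nm intensity and object ratio to cell channel. Percent activity normalized to 20 uM Triacsin C.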
# S3 lipid droplet cell count max = second read-out of S3 lipid droplet, no call of its own (marks repeat the call); cell number change, %; measured here: cell count max response;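 cells counted by Cell Tracker Red CMTPX staining in the red channel; peak over a dose series mostly up to 46.1 µM; percent activity relative to internal control wells on each plate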
# Active calls of the source: *; i = inactive; ? = inconclusive; / = no result given; [ ] = remark or other dose. % is scaled to controls: 0 for no effect and ±100 for the full control effect; potency is read from the fitted curve at half-maximal effect. Some of the compounds tested; count on the stated rates, not on these rows.
# Below each compound: S3 lipid droplet cell count max	S3 lipid droplet
COc1cc(C(=O)NNC(=O)CSc2nnc3ccccn23)cc(OC)c1OC
  -22	6%
CCSC(=Nc1ccccc1)C1=C(O)COC1=O
  /	?
COc1ccc(C(=O)CN2C(=O)c3ccccc3C2=O)c(OC)c1C
  /	?
O=C(C1CC(=O)N(c2ccc3c(c2)OCCO3)C1)N1CCN(Cc2ccccc2F)CC1 (stereo not drawn)
  /	?
CCN(CC)c1ncnc2ccc(Br)cc12
  -15	4%
CC1CCCN(C(C(=O)Nc2ccc3c(c2)OCCO3)c2ccccc2)C1 (stereo not drawn)
  0	-2%
O=C(COc1ccccc1-c1ccccc1)NNC(=O)NC1CCCCC1
  9	3%
COc1ccccc1N1CCN(C(=O)C(Sc2ccccc2)c2ccccc2)CC1 (stereo not drawn)
  /	?
COc1ccc(-c2ccc(-c3nnn(CC(=O)N4CCOCC4)n3)cc2)cc1
  -12	6%
COc1ccc(/C(C)=N/NC(=O)c2sccc2-n2cccc2)cc1
  /	?
CCOC(=O)N1CCN(C(=O)CSCc2nc(-c3ccccc3C)oc2C)CC1
  -11	20%
COc1ccc(C(C)(C)C)cc1NC(=O)c1ccc2c(c1)SC1=NS(=O)(=O)CCN12
  /	?
Cc1cccc(C)c1OCC(=O)Nn1c(=O)[nH]c2ccccc2c1=O
  /	?
O=C(COc1coc(CN2CCc3ccccc32)cc1=O)NCCc1ccccc1
  /	?
O=C(Nc1ccc(F)cc1)C1=CC(=O)N2CCN=C2S1
  -18	-24%

# Below each compound: S3 lipid droplet cell count max	S3 lipid droplet
O=C(COC(=O)Cc1ccccc1F)Nc1ccccc1[N+](=O)[O-]
  /	?
CC(C)(C)C(=O)Nc1ccnn1C1CCN(C(=O)c2cccc(Cl)c2)CC1
  13	-22%
CCCCn1c(N)c(N(CC(C)C)C(=O)COC(=O)Cc2cccc(OC)c2)c(=O)[nH]c1=O
  /	?
COc1ccccc1N1CCN(S(=O)(=O)CCNC(=O)c2cc(OC)c(OC)c(OC)c2)CC1
  /	?
CC(=O)Nc1ccc2nc(NC(=O)c3ccc([N+](=O)[O-])o3)sc2c1
  /	?
O=C(C[C@H]1C(=O)N(c2ccc(F)c(F)c2)C[C@@H]1Cc1ccccc1)Nc1ccccc1
  /	?
CC1CCC(=C(C#N)C(=O)Nc2cccc(Cl)c2)CC1 (stereo not drawn)
  -29	17%
Cc1cccc(NC(=O)CSCC(=O)Nc2cc(S(=O)(=O)N3CCOCC3)ccc2OC(C)C)c1
  /	?
CCCn1c(C2CCCN2c2nc(-c3cccc(Br)c3)cs2)nc2cc(Cl)c(Cl)cc21 (stereo not drawn)
  /	?
CN1CCN(c2ccc(Cl)cc2NC(=O)C2COc3ccccc3O2)CC1 (stereo not drawn)
  5	34%
CCOC(=O)Cn1cnc2c(cnn2-c2ccc(OC)cc2)c1=O
  8	i
O=C(Nc1c[nH]c(=O)[nH]c1=O)c1ccccc1Br
  19	i
O=C(NCC(=O)N1CCCC1)c1ccc(Cl)cc1
  /	?
C=CCn1c(SCC(=O)Nc2ccc(N3CCOCC3)cc2)nnc1-c1ccncc1
  /	?
Cc1c(NC(=O)CN2C(=O)C(=O)c3ccccc32)c(=O)n(-c2ccccc2)n1C
  12	-5%

# Below each compound: S3 lipid droplet cell count max	S3 lipid droplet
O=C(COC(=O)CSc1ccc(F)cc1)NCCCc1ccccc1
  /	?
COc1ccc(Cl)cc1NC(=O)c1noc(C)c1[N+](=O)[O-]
  /	?
CC(C)(C)OC(=O)N1CCC[C@H]1C(=O)OCC(=O)Nc1cc(S(C)(=O)=O)ccc1Cl
  -19	5%
Cc1cc(N2CCOCC2)n2nc(C)c(-c3ccccc3)c2n1
  /	?
C(=N\Nc1nc(-c2ccccc2)cs1)/c1cccnc1
  /	?
O=C(OCc1nc2ccccc2[n+]([O-])c1C(=O)c1ccccc1)c1ccco1
  /	?
Cc1ccc(NC(=O)C2CCN(S(=O)(=O)c3c(C)n[nH]c3C)CC2)nc1
  /	?
CCOc1ccc(NC(=O)c2ccccc2OC)cc1
  /	?
CC(C)(C)NC(=O)NC(=O)CSc1nncs1
  /	?
COc1ccc(C(=O)NCc2ccco2)cc1S(=O)(=O)N1CCOCC1
  12	-28%
CCN(CC(=O)N1CCCC1)S(=O)(=O)c1cc(C)ccc1OC
  /	?
Cc1cc(O)ccc1N1C(=O)c2cccc3cc([N+](=O)[O-])cc(c23)C1=O
  /	?
COC(=O)CCCC1=CC2=CC(=O)C(C)(OC(=O)c3cccs3)C(=O)C2=CN1C1CCCCC1 (stereo not drawn)
  12	0%
CCCn1c(Nc2nc3ccccc3n2C)nc2ccccc21
  -22	-5%
O=C(CN1CCOCC1)Nc1ccc(NC(=O)c2ccccc2F)cc1
  /	?

# Below each compound: S3 lipid droplet cell count max	S3 lipid droplet
Cc1ccsc1/C=N/NC(=O)CSCc1ccc(Cl)cc1
  -15	i
COc1cc2ccccc2cc1C(=O)NC(=S)Nc1cc(C(=O)O)ccc1C
  -26	-2%
O=C(CSc1nnc(-c2ccncc2)o1)Nc1ccccc1C(F)(F)F
  /	?
COCCN1C(=O)c2ccccc2C(C(=O)NCCCN2CCCC2=O)C1c1c[nH]c2ccccc12 (stereo not drawn)
  -25	-1%
Cc1[nH]nc(-c2ccc(OCc3cnn(-c4ccccc4)c3)cc2O)c1Oc1ccc(Cl)cc1
  /	?
Cc1cc(Cl)c(S(=O)(=O)N2CC(C)OC(C)C2)cc1OCC(N)=O (stereo not drawn)
  /	?
Cn1nnnc1SCCNCc1ccncc1
  -2	i
COC(=O)c1ccc(NC(=O)CN2CCOCC2)cc1
  /	?
Cc1cc(C)n(C(=O)CCCC(=O)n2nc(C)cc2C)n1
  -1	10%
Cc1ccc(-c2csc(N(CCCN3CCOCC3)C(=O)c3ccco3)n2)cc1
  /	?
CC(=O)Nc1cccc(-c2cn3ccccc3n2)c1
  18	-7%
CC(=O)N1CCN(CC(C)(C)NS(=O)(=O)c2ccc(C)cc2)CC1
  /	?
CC(Nc1nc(N2CCNCC2)nc2ccccc12)c1ccccc1 (stereo not drawn)
  /	-9%
O=C(Nc1ccccc1Cl)c1cccc(NC(=O)C2C3CC4OC(=O)C2C4C3)c1 (stereo not drawn)
  /	?
Nc1cc(N)nc(SCc2cc(=O)oc3cc4c(cc23)CCC4)n1
  /	?

# Four compounds from above, sorted by their value in S3 lipid droplet cell count max, smallest number first.
molecule | S3 lipid droplet cell count max
CCN(CC)c1ncnc2ccc(Br)cc12 | -15
CCOC(=O)N1CCN(C(=O)CSCc2nc(-c3ccccc3C)oc2C)CC1 | -11
COc1ccc(C(=O)NCc2ccco2)cc1S(=O)(=O)N1CCOCC1 | 12
CC(=O)Nc1cccc(-c2cn3ccccc3n2)c1 | 18

# Remaining list, next part:
# Below each compound: S3 lipid droplet cell count max	S3 lipid droplet
Cc1cc2nnc(SCC(=O)N3CCN(c4ccccc4)CC3)n2c(N)n1
  /	?
CCCN(Cc1ccccc1)C(=S)Nc1ccc(SC(F)F)cc1
  -18	-1%
COc1ccc(S(=O)(=O)N(C)C2(C)CCS(=O)(=O)C2)cc1OC (stereo not drawn)
  0	4%
C=CCC(=O)NC(C)c1cnn(-c2ccccc2C)c1C (stereo not drawn)
  /	?
CC(=O)Nc1cccc(NC(=O)C(=O)NCC(c2ccco2)N2CCc3ccccc3C2)c1 (stereo not drawn)
  /	?
COc1ccc(-c2nnc(SCC(=O)N3c4ccccc4Sc4ccccc43)o2)cc1
  2	6%
Cc1ncc(CN2CCN(Cc3ccccc3)C(CCO)C2)s1 (stereo not drawn)
  7	2%
CCCn1c(SCC(=O)N2c3ccccc3Sc3ccccc32)nc2c1c(=O)n(C)c(=O)n2C
  /	?
CCn1cc(C2=NOC(C(=O)Nc3cc(OC)c(Cl)cc3OC)C2)c(C)n1 (stereo not drawn)
  /	?
Cc1nc(NC(=O)C2CC2)sc1C(=O)N1CCCCC1
  7	-3%
COC(=O)c1ccc(CSc2nnnn2-c2ccc(C)cc2C)o1
  -22	3%
COc1ccc(NS(=O)(=O)c2cccc(C(=O)N/N=C/c3ccc(O)cc3)c2)cc1
  22	-12%
CNS(=O)(=O)c1cnccc1N1CCN(C)CC1
  -3	5%
Cc1ccc(OCCC(=O)Nc2ccc3c(c2)OCO3)cc1
  /	?
COc1ccc(OC)c(C(c2nnnn2C2CCCC2)N2CCc3ccccc3C2)c1 (stereo not drawn)
  /	?

# Quoted at random: 6 entries already listed, in no set order.
# Below each compound: S3 lipid droplet cell count max	S3 lipid droplet
COc1ccc(S(=O)(=O)N(C)C2(C)CCS(=O)(=O)C2)cc1OC (stereo not drawn)
  0	4%
Cc1ccc(OCCC(=O)Nc2ccc3c(c2)OCO3)cc1
  /	?
Cc1nc(NC(=O)C2CC2)sc1C(=O)N1CCCCC1
  7	-3%
Cc1ncc(CN2CCN(Cc3ccccc3)C(CCO)C2)s1 (stereo not drawn)
  7	2%
CCCN(Cc1ccccc1)C(=S)Nc1ccc(SC(F)F)cc1
  -18	-1%
CNS(=O)(=O)c1cnccc1N1CCN(C)CC1
  -3	5%

# Further records.
# Below each compound: S3 lipid droplet cell count max	S3 lipid droplet
COc1ccc(NC(=O)c2cccc(S(=O)(=O)N3CCCCCC3)c2)cc1
  /	?
COc1ccc(/C=N/NC(=O)C(=O)NCc2cccnc2)cc1OC
  9	5%
O=C(NCCn1cc(SCc2ccccc2F)c2ccccc21)c1c(F)cccc1F
  /	?
CCOC(=O)N1CCN(C(=O)c2ccc(OC(C)=O)cc2)CC1
  /	?
COc1ccc(C(=O)CC(CC(=O)c2ccc(OC)cc2)C(=O)O)cc1
  /	?
CC1=NN(c2ccc(C)cc2C)C(=O)C1C(c1cccc(O)c1)C1C(=O)N(c2ccc(C)cc2C)N=C1C (stereo not drawn)
  -1	0%
Cc1ccc(OCCC(=O)OCC(=O)NC(=O)NC2CCCC2)cc1
  9	8%
COc1ccccc1CNC(=O)c1cc(-c2cccnc2)nc2ccccc12
  -19	8%
OCC1(Cc2ccccc2)CCCN(Cc2ccn[nH]2)C1 (stereo not drawn)
  /	?
CNC(=O)COC(=O)c1cc2c(s1)CCCC2
  /	?
CCOc1ccc(NC(=O)CN(C)C(=O)c2ccc(-c3ccc(C(C)=O)cc3)o2)cc1OCC
  /	?
COc1ccc(NC(=O)C2CCCN2S(=O)(=O)c2cccc3cccnc23)c(OC)c1 (stereo not drawn)
  -6	-3%
CCOC(=O)C1Cc2ccccc2C(=O)O1 (stereo not drawn)
  4	-4%
Cn1c(CC(=O)NNC(=O)c2ccc(F)cc2Cl)nc2ccccc21
  /	?
COc1ccc(C2c3c(noc3C)CC(C)(O)C2C(C)=O)cc1 (stereo not drawn)
  -8	-14%

# Below each compound: S3 lipid droplet cell count max	S3 lipid droplet
O=C(NCCc1ccc(Cl)cc1)c1ccc2nccnc2c1
  -7	i[0.369 µM]
COc1cc(/C=C(\C#N)C(=O)NCC2CCCO2)ccc1O (stereo not drawn)
  /	?
c1nc(N2CCOCC2)c2c3c(sc2n1)CCCC3
  /	i
CC(C)CCC1(CCNC(C)c2cccs2)CCOC(C)(C)C1 (stereo not drawn)
  /	?
COc1cc(CNC(C)(C)CO)ccc1OCC(=O)Nc1ccc(Br)cc1
  /	?
CN(C)c1ccc(/C=C2\SC(N3CCCCC3)=NC2=O)cc1
  /	?
N#Cc1ccc(CSc2nnc(-c3ccccn3)n2-c2ccccc2)cc1
  /	?
Cn1c(SCc2c(F)cccc2Cl)nc2c(c1=O)SCC2
  /	?
CCn1c(=O)cc(OCC(=O)N2CCCC2)c2ccccc21
  -18	-19%
CCc1cccc(CC)c1NC(=S)Nc1ccc2cn[nH]c2c1
  /	?
O=c1c2ccccc2nc(SCCN2CCCCC2)n1CCc1ccccc1
  /	?
CCC1CCCCN1C(=O)CSc1nnc(CNC(=O)c2ccco2)o1 (stereo not drawn)
  /	i
Cc1ccc(C(=O)NCCN2C3=NC[C@@H](Cc4ccccc4)N3C[C@H]2Cc2ccc(O)cc2)cc1Br
  -12	-8%
O=[N+]([O-])c1ccc(N2CCN(Cc3ccc(Br)o3)CC2)cc1
  /	?
COc1cccc(CCN2CCC(CNS(=O)(=O)c3cc(-c4cc(C)no4)ccc3C)CC2)c1
  6	13%

# Below each compound: S3 lipid droplet cell count max	S3 lipid droplet
CN(CCO)CC(O)Cn1cnc2c1c(=O)n(C)c(=O)n2C (stereo not drawn) (tested in a mixture with another compound)
  /	?
CCN(C(=O)Cc1c(C(=O)O)[nH]c2ccccc12)c1cc(OC)ccc1OC
  /	i
O=c1c(Oc2ccccc2F)coc2cc(OCc3cnn(-c4ccccc4)c3)ccc12
  /	?
Clc1ccc(COn2nnc3ccccc32)c(Cl)c1
  /	?
Cc1c(Cc2ccccc2)c(=O)oc2c(C)c(OCC(=O)N3CCC(C(=O)O)CC3)ccc12
  /	?
O=C(NCCCNC(=O)c1ccc(Cl)cc1Cl)c1ccco1
  -6	28%
CC(C)(O)CNC(=O)Nc1ccc(Cl)c(Cl)c1
  /	?
Cc1nc2ccccc2c(=O)n1CCCn1ccnc1
  /	i
O=C(NC1CC1)C1=C[C@@H](C2CCCCC2)C[C@@H](OCCCCO)O1
  -16	-8%
COc1ccccc1-n1c(SCC(=O)NC2CCCC2)nc2cccnc21
  /	?
CNC(=O)COC(=O)c1cc2c(C)nn(-c3ccc(F)cc3)c2s1
  /	?
Cc1nn(CC(=O)OCC(=O)c2ccc(OC(F)F)cc2)c(C)c1[N+](=O)[O-]
  -21	-1%
